Screening data deposited in PubChem BioAssay by several laboratories.
Bcl-XL Bim block: inhibitors of Bim-Bcl-XL binding, primary screen, biochemical, multiplexed, bead flow cytometry, human Bcl-XL. Bcl-2-like protein 1 (Homo sapiens), Q07817. Bim peptide-Bcl-XL binding, fluorescence. inhibition, % at 10 µM. actives 0.04% (n = 190,000)
Target sequence (Q07817 whole entry, looked up): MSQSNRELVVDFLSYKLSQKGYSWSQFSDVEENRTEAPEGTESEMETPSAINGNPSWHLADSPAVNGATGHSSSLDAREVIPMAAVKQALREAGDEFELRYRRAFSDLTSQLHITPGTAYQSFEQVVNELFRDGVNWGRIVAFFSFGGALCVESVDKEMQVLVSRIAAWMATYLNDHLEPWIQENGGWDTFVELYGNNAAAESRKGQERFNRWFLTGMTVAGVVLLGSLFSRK
RGS4-Gao reg: modulators of RGS4 binding to Galphao, primary screen, biochemical, multiplexed bead flow cytometry | binding response (% of control), % at 10 µM | actives 0.33% (n = 220,000) | AID 1415, 2008 | Guanine nucleotide-binding protein G(o) subunit alpha (Homo sapiens), P09471 | actives lie on both sides; in the data active = binding response below about 49% or above about 150%; inactive = in between;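 also: fluorescent Galphao activated with aluminum fluoride binding bead-coupled RGS4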
Mcl1 Noxa PPI: Mcl-1/Noxa binding inhibitors, primary screen, biochemical, TR-FRET, 1536-well. inhibition, % at 21.7 µM. Induced myeloid leukemia cell differentiation protein Mcl-1 (Homo sapiens), Q07820. TR-FRET Mcl-1/Noxa peptide binding, 2 h. actives 1.5% (n = 220,000);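 active = compounds that cut the protein-peptide binding signal by more than 50% relative to plate controls in a single-dose test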;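 also: His-tagged Mcl-1 with rhodamine Noxa BH3 peptide and terbium anti-His antibody; 0% = Mcl-1 plus Noxa peptide wells and 100% = peptide-only wells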
Bim-Bfl-1: inhibitors of Bim binding to Bfl-1, primary screen, biochemical, multiplexed, bead-based flow cytometry; Bcl-2-related protein A1 (Homo sapiens), Q16548; Bim-Bfl-1 binding inhibition; inhibition, % at 10 µM; actives 0.12% (n = 190,000);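 also: 0% = wells without compound plus tracer and 100% = blocker peptide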
RGS7-Gao: RGS7-Galphao binding modulators, primary screen, biochemical, multiplexed bead flow cytometry. Guanine nucleotide-binding protein G(o) subunit alpha (Homo sapiens), P09471. actives lie on both sides. actives 0.35% (n = 220,000). binding response (% of control), % at 10 µM; in the data active = binding response below about 49% or above about 150%; inconclusive = no clear call, values can overlap the other calls; inactive = in between;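 also: fluorescent Galphao held in activated GDP-AlF4 state binding bead-coupled RGS7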
RGS8-Gao reg: RGS8-Galphao binding modulators, primary screen, biochemical, multiplexed bead flow cytometry; Guanine nucleotide-binding protein G(o) subunit alpha (Homo sapiens), P09471; actives lie on both sides; response (percent of control binding), % at 10 µM; actives 0.34% (n = 220,000); AID 1423, 2008; in the data active = response below about 60% or above about 140%; inactive = in between;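 also: Galphao activated as the GDP aluminium fluoride complex binding bead-coupled RGS8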
Mcl1 Bid PPI: Mcl-1/Bid binding inhibitors, primary screen, biochemical, TR-FRET, 1536-well. actives 0.97% (n = 220,000). inhibition, % at 21.7 µM. TR-FRET Mcl-1/Bid-Dy647 peptide binding;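 active = compounds that cut the binding signal by more than half at the single screening dose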;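 also: His-tagged Mcl-1 with europium anti-His antibody binding Bid BH3 peptide; 0% = Mcl-1 plus peptide wells and 100% = peptide-only wells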
Bim-Mcl-1: inhibitors of Bim peptide binding to Mcl-1, primary screen, biochemical, bead-based flow cytometry, multiplex; actives 0.1% (n = 190,000); Bim peptide-Mcl-1 binding; inhibition, % at 10 µM;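 also: 0% = no compound tracer wells and 100% = peptide blocker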
Bim-Bcl-2: inhibitors of Bim-Bcl-2 binding, primary screen, biochemical, multiplexed, human Bcl-2 family; inhibition, % at 10 µM; AID 950, 2007; Bead-based flow cytometry, Bim peptide-Bcl-2 binding; Apoptosis regulator Bcl-2 (Homo sapiens), P10415; actives 0.06% (n = 190,000); in the data active = inhibition above about 40%; inconclusive = no clear call, values can overlap the other calls;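 also: 0% = no compound wells with probe peptide and 100% = reference peptide inhibitor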
Bim-Bcl-W: inhibitors of Bim binding to Bcl-W, primary screen, biochemical, multiplexed, bead-based flow cytometry | Bcl-2-like protein 2 (Homo sapiens), Q92843 | Bim peptide-Bcl-W binding | inhibition, % at 10 µM | actives 0.02% (n = 190,000) | AID 952, 2007;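 also: 0% = bound tracer without compound and 100% = peptide blocker; higher means less fluorescent Bim peptide bound to Bcl-W beads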
Target sequence (Q92843 whole entry, looked up): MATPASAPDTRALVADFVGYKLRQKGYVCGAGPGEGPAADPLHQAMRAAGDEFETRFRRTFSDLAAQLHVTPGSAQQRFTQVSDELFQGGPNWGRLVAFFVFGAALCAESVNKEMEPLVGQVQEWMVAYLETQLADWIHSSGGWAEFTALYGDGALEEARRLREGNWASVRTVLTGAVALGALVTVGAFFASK
Bcl-B Bim block: inhibitors of Bim-Bcl-B binding, primary screen, biochemical, multiplexed, human Bcl-2 family | Bcl-2-like protein 10 (Homo sapiens), Q9HD36 | inhibition, % at 10 µM | bead-based flow cytometry, Bim peptide-Bcl-B binding | actives 0.073% (n = 190,000);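 also: 0% = tracer peptide without compound and 100% = reference inhibitor peptide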
Target sequence (Q9HD36 whole entry, looked up): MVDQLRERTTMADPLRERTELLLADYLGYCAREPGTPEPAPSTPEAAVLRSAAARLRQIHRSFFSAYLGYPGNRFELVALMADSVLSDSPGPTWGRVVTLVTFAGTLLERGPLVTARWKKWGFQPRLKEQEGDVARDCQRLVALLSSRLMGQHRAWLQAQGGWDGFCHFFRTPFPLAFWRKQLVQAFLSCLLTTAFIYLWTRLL
* marks the source's active call; other numbers are inactive results; ? = inconclusive; / = not tested or not shown. Rule as the data show it, unless noted: active = inhibition above about 40%.

Key to letters: A = Bcl-XL Bim block; B = RGS4-Gao reg; C = Mcl1 Noxa PPI; D = Bim-Bfl-1; E = RGS7-Gao; F = RGS8-Gao reg; G = Mcl1 Bid PPI; H = Bim-Mcl-1; I = Bim-Bcl-2; J = Bim-Bcl-W; K = Bcl-B Bim block
CCOCCCNS(=O)(=O)c1ccc(NC(=O)c2ccc(OC)c([N+](=O)[O-])c2)cc1
  A: 3.0 | B: 99.4 | C: 15.8 | D: -3.0 | E: 101.5 | F: 99.5 | G: -13.9 | H: 3.0 | I: -2.0 | J: 2.0 | K: 2.0

Cc1ccc(-c2cc(-c3ccc(F)cc3)nc(N)c2C#N)o1
  A: 1.0 | B: 96.3 | C: 49.2 | D: 35.0 | E: 99.5 | F: 95.0 | G: 37.6 | H: 0.0 | I: 5.0 | J: 7.0 | K: -2.0

Cc1ccc(SCC(=O)NN=C2CCN(C)CC2)cc1
  A: 0.0 | B: 101.8 | C: 7.9 | D: -3.0 | E: ? | F: 101.9 | G: -26.1 | H: -1.0 | I: -3.0 | J: -3.0 | K: -2.0

O=C(CSC1=NCCS1)Nc1cccc2ccccc12
  A: -2.0 | B: 99.3 | C: 35.5 | D: -18.0 | E: 97.8 | F: 100.9 | G: 11.1 | H: -1.0 | I: -13.0 | J: 0.0 | K: -7.0

CCOc1c2ccc(C(=O)NC3CCCc4ccccc43)cc2nn1CC (configuration not stated)
  A: 2.0 | B: 101.0 | C: -1.1 | D: -12.0 | E: 99.2 | F: 101.1 | G: -48.5 | H: 0.0 | I: -4.0 | J: 0.0 | K: -5.0

O=C(CN(C(=O)c1ccc(Cl)cc1)N1C(=O)C2CCCCC2C1=O)c1ccc(Cl)cc1 (configuration not stated)
  A: -5.0 | B: 99.4 | C: 4.5 | D: -2.0 | E: 103.0 | F: 101.5 | G: -15.1 | H: -1.0 | I: 1.0 | J: -3.0 | K: -1.0

O=c1oc2cc(S(=O)(=O)NCCCO)ccc2c2ccc(S(=O)(=O)NCCCO)cc12
  A: / | B: 98.0 | C: -9.5 | D: / | E: ? | F: 100.5 | G: -0.4 | H: / | I: / | J: / | K: /

CCOc1ccc(NC(=O)c2ccc(S(=O)(=O)N(C)C)cc2)cc1
  A: -6.0 | B: 100.2 | C: -11.9 | D: -8.0 | E: 101.7 | F: 100.5 | G: -6.2 | H: -5.0 | I: -7.0 | J: -8.0 | K: -10.0

COc1ccc(-c2n[nH]c(C)c2-c2cnn(-c3ccccc3)c2)c(O)c1
  A: -3.0 | B: 100.8 | C: 24.6 | D: 2.0 | E: 100.7 | F: 101.8 | G: -0.3 | H: -3.0 | I: -2.0 | J: -4.0 | K: -3.0

CC(C)c1ccc(N(CC(=O)NN=C2CCN(C)CC2)S(=O)(=O)c2ccccc2)cc1
  A: 0.0 | B: 109.0 | C: 10.3 | D: -6.0 | E: 117.8 | F: 109.9 | G: -36.5 | H: 0.0 | I: -3.0 | J: 1.0 | K: -2.0

COc1ccc(OC)c(/C=C/C(=O)N(C)CC(=O)Nc2cc(C)ccc2C)c1
  A: -7.0 | B: 100.2 | C: -8.4 | D: 0.0 | E: 99.3 | F: 100.7 | G: -64.9 | H: -9.0 | I: 0.0 | J: -9.0 | K: -2.0

By substructure, the compounds so far containing four or more nitrogen atoms.
Key to letters: A = Bcl-XL Bim block; B = RGS4-Gao reg; C = Mcl1 Noxa PPI; D = Bim-Bfl-1; E = RGS7-Gao; F = RGS8-Gao reg; G = Mcl1 Bid PPI; H = Bim-Mcl-1; I = Bim-Bcl-2; J = Bim-Bcl-W; K = Bcl-B Bim block
COc1ccc(-c2n[nH]c(C)c2-c2cnn(-c3ccccc3)c2)c(O)c1
  A: -3.0 | B: 100.8 | C: 24.6 | D: 2.0 | E: 100.7 | F: 101.8 | G: -0.3 | H: -3.0 | I: -2.0 | J: -4.0 | K: -3.0

CC(C)c1ccc(N(CC(=O)NN=C2CCN(C)CC2)S(=O)(=O)c2ccccc2)cc1
  A: 0.0 | B: 109.0 | C: 10.3 | D: -6.0 | E: 117.8 | F: 109.9 | G: -36.5 | H: 0.0 | I: -3.0 | J: 1.0 | K: -2.0

Some of these compounds in order of the Bim-Mcl-1 value, highest first.
| structure | Bcl-XL Bim block | RGS4-Gao reg | Mcl1 Noxa PPI | Bim-Bfl-1 | RGS7-Gao | RGS8-Gao reg | Mcl1 Bid PPI | Bim-Mcl-1 | Bim-Bcl-W | Bcl-B Bim block |
| --- | --- | --- | --- | --- | --- | --- | --- | --- | --- | --- |
| Cc1ccc(-c2cc(-c3ccc(F)cc3)nc(N)c2C#N)o1 | 1.0 | 96.3 | 49.2 | 35.0 | 99.5 | 95.0 | 37.6 | 0.0 | 7.0 | -2.0 |
| O=C(CSC1=NCCS1)Nc1cccc2ccccc12 | -2.0 | 99.3 | 35.5 | -18.0 | 97.8 | 100.9 | 11.1 | -1.0 | 0.0 | -7.0 |
| CCOc1ccc(NC(=O)c2ccc(S(=O)(=O)N(C)C)cc2)cc1 | -6.0 | 100.2 | -11.9 | -8.0 | 101.7 | 100.5 | -6.2 | -5.0 | -8.0 | -10.0 |
